ERG-DNA inh: qHTS for Small Molecule Inhibitors of the ERG Ets/DNA interaction; Transcriptional regulator ERG (Homo sapiens), P11308; Potency, µM (series often up to 76.9 µM), for the others: at the top dose FP activity, negative = inhibition, usual class: inhibitors; fluorescence polarization, His-ERG Ets domain / labelled DNA; hit rate 0.028% among 370,000; active means well fitted inhibition curve with a large enough effect in the polarisation, with a control signal flat; inconclusive means small, poorly fitted or top-dose-only effect, or effect the other way, or a change in a side signal; inactive means no such curve, though single readings can be large or run the other way; the % refers to the polarisation;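 further: polarization taken with two DNA probes labelled with fluorescein and Texas red; potency means the concentration at half of the fitted maximal effect; % of control where 0% means no effect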
Target sequence (P11308 whole entry, looked up, the tested form may be a part): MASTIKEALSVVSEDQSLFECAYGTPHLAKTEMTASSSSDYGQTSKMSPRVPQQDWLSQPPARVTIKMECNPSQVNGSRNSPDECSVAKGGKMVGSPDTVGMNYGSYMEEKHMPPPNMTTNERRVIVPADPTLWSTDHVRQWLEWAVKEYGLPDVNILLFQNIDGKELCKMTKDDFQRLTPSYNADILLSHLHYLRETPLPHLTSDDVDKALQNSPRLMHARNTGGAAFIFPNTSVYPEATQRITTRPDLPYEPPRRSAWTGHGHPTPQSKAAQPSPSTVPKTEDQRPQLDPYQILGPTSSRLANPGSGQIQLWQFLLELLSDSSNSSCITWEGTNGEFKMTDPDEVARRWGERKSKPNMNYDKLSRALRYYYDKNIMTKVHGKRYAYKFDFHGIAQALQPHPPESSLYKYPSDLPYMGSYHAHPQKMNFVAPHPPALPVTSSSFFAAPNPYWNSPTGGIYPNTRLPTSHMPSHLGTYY
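His-tagged ERG Ets domain (1 uM in the protein solution; 300mM KCl, 50mM Tris-HCl, 1mM EDTA, 1mM DTT, pH 7.5) received compound, then a probe mix of 5 nM fluorescein-DNA and 100nM Texas-615-DNA. Fluorescence polarization was read for both dyes.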
RGS4 inh: Inhibitors of Regulator of G Protein Signaling (RGS) 4: qHTS; Regulator of G-protein signaling 4 (Homo sapiens), P49798; Transcreener GDP fluorescence polarization, RGS4-accelerated GTP hydrolysis; Potency, µM (series often up to 114 µM), for the others: at the highest dose activity change, negative = inhibition, usual class: inhibitors; hit rate 0.039% among 390,000; AID 504845, 2011; further: potency means the concentration at half of the fitted maximal effect; on the % scale 0 is the no-effect control and ±100 the full control effect; nearly all actives have a fitted effect of over 75% in size; some results filed as inactive show a strong effect at the top dose
Target sequence (P49798 whole entry, looked up): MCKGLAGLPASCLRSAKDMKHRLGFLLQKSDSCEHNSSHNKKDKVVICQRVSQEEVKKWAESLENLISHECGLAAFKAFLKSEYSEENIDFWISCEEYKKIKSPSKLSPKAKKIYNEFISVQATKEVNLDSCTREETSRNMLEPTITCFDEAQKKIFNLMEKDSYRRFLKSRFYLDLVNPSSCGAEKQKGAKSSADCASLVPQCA
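MLSMR compounds (23 nl, pin-transferred) preincubated 10 min at room temperature with a 500nM (2x) first reagent, then RGS4 at 900nM (2x) plus Transcreener GDP mix added; fluorescence polarization (620/688 nm) read before and after 90 min at 30 °C.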
GRP78 ERSR act: qHTS for Inducers of the Endoplasmic Reticulum Stress Response (ERSR) in Human Glioma: qHTS. U87-MG GRP78 promoter luciferase reporter, 16 h. Potency, µM, for the others: top-dose activation, usual class: activators. hit rate 0.02% among 420,000; further: potency means the concentration at half of the fitted maximal effect; series mostly up to about 76 µM; % of control where 0% means no effect; nearly all actives have a fitted effect of over 35% in size
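Stably transfected U87-MG human glioma cells carrying a GRP78-based luminescent sensor were seeded at 1000 cells/well, pin-dosed with compounds and incubated 16 h. Luciferase reagent was then added, and end-point luminescence was read after 10 min at room temperature.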
D2 antag: HTS Assay for Allosteric Antagonists of the Human D2 Dopamine Receptor: Primary Screen for Antagonists. D(2) dopamine receptor (Homo sapiens), P14416. HEK293 TREx D2 cells, calcium flux, dopamine EC80. AID 485344, 2010. inhibition, % at 10 µM. hit rate 2% among 340,000; in the data active means inhibition above about 30%; further: 0% is about no effect
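HEK293 T-REx D2 cells, tet-induced, calcium dye no-wash. Cpd pintool add, 180 s kinetic, then EC80 DA, 180 s kinetic. Ca flux read.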
Vif-APOBEC3F blk: qHTS for Inhibitors of Vif-A3F Interactions: qHTS | hit rate 0.2% among 390,000 | HeLa A3F-eYFP + Vif (tagged APOBEC3F with the HIV-1 protein that degrades it), YFP fluorescence increase | Potency, µM (series often up to 46.1 µM), for the others: at the top dose activity, negative = active | AID 602313, 2012; further: potency means the concentration at half of the fitted maximal effect; % of control where 0% means no effect; nearly all actives have a fitted effect of over 65% in size
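HeLa cells stably expressing A3F-eYFP plus Vif, plated and incubated overnight at 37 deg C, then exposed to compounds overnight at 37 deg C. Blocked degradation read as raised yellow fluorescence (Ex 488/Em 500-530).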
Vif-A3G inh: qHTS for Inhibitors of Vif-A3G Interactions: qHTS; AID 602310, 2012; Potency, µM (titrated, usually from 46.1 µM), for inactives: at the highest dose activity, negative = active, usual class: inhibitors; DNA dC->dU-editing enzyme APOBEC-3G (Homo sapiens), Q9HC16; hit rate 0.076% among 410,000; HeLa A3G-eYFP + Vif (tagged APOBEC3G with the HIV-1 protein that degrades it), YFP fluorescence, overnight;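 further: potency means the concentration at half of the fitted maximal effect; on the % scale 0 is the no-effect control and ±100 the full control effect; nearly all actives have a fitted effect of over 60% in size; hits raise eYFP signal because A3G escapes Vif-driven loss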
Target sequence (Q9HC16 whole entry, looked up): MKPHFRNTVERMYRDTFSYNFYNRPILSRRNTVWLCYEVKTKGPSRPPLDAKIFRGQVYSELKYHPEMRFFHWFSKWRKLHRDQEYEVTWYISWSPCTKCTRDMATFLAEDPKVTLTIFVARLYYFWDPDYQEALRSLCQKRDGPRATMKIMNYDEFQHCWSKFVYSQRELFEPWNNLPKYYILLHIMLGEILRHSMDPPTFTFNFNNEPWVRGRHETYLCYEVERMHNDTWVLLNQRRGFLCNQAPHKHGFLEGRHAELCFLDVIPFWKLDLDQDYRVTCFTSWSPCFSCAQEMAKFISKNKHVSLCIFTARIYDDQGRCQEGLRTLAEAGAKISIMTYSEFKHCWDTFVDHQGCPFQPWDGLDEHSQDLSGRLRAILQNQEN
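HeLa cells stably expressing Vif and C-terminally eYFP-tagged A3G, seeded overnight at 37 deg C, then exposed to compound by pintool overnight at 37 deg C. Rise in yellow fluorescence (Ex 488/Em 500-530, Acumen) marks blocked Vif-driven A3G degradation.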
ALOX12 inh: Primary qHTS assay for inhibitors of human arachidonate 12S-lipoxygenase (ALOX12): Round 2 | purified 12hLO, xylenol orange hydroperoxide absorbance | Potency, µM (highest dose often 108 µM), inactives show at the highest dose activity change, negative = inhibition, usual class: inhibitors | hit rate 1.1% among 580,000 | AID 1671190, 2021; further: potency means the concentration at half of the fitted maximal effect; on the % scale 0 is the no-effect control and ±100 the full control effect
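Hydroperoxide product was detected by ferrous iron/xylenol orange as the 573 to 405 nm absorbance ratio. Arachidonic acid at 40 uM (final) was turned over for 30 min at room temperature by 150 nM human 12hLO, pH 7.0 Hepes buffer, after 15 min compound preincubation.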
LDHA block: qHTS assay for inhibitors of human lactate dehydrogenase. purified LDHA, NADH/diaphorase-resazurin fluorescence; hits give low values. activity change, % (values are at about 110 or 230 µM). hit rate 0.15% among 480,000. AID 1347041, 2019; in the data active means activity change below about -30%; inconclusive means mostly about -25% to -30%;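 further: plate controls were DMSO wells for no effect and wells without enzyme for full effect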
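Human LDH5 at 2 nM final in Tris HCl pH 7.4 with 0.06 mM NADH and 0.2 mM pyruvate, reacted 5 minutes at room temperature. Remaining NADH coupled via diaphorase/resazurin; resorufin fluorescence read at 0 and 20 minutes, normalized to enzyme-free and DMSO wells.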
D2 agonist: HTS Assay for Allosteric Agonists of the Human D2 Dopamine Receptor: Primary Screen for Agonists. D(2) dopamine receptor (Homo sapiens), P14416. HEK293 T-REx D2 cells, calcium flux agonist mode. activation, % at 2 µM. hit rate 0.53% among 340,000. AID 485358, 2010;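 active means activation over 3 SD above normal in the single-dose calcium agonist read, cut at about 30% in these data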; further: 0% is about no effect
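Calcium-flux readout, 1 cycle/sec over 180 s following compound pin transfer, in inducible HEK293 Trex D2 cells (force-coupled); dopamine controls included. Positive calcium responses during this window marked compounds as potential agonists.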
The depositor's hits bear a star; ? = inconclusive; nt = not tested or not shown; & = joins results of further samples; [ ] = remark or other dose. Unless noted, the call rests on the fitted dose curve; in most records, active means well fitted curve in the direction sought with a large enough effect; inconclusive means small, poorly fitted or top-dose-only effect, or another doubt; inactive means no such curve, though single readings can be large; an effect the other way counts as inactive or inconclusive.

SMILES	ERG-DNA inh	RGS4 inh	GRP78 ERSR act	D2 antag	Vif-APOBEC3F blk	Vif-A3G inh	ALOX12 inh	LDHA block	D2 agonist
Sc1nnc(-c2ccc(Cl)cc2)n1Cc1ccccc1	nt	-11%	-1%	39*	0%	0%	27%	-1	-0.2
O=C(O)C1CCC(=O)N1Cc1ccc(F)cc1 (stereo not drawn)	nt	6%	5%	-14	-5%	-2%	10%	-6	1.1
Cc1nnc(N/N=C/c2ccc(-c3ccccc3F)o2)n1N	-2%	-8%	2%	11	24%	-12%	?	55	-0.4
NN(CCO)C(=S)Nc1ccc(Cl)cc1	-2%	20%	2%	6	0%	3%	-9%	-10	nt
CC(C)(C)c1ccc(NC(=O)COC(=O)C2CCCC2)cc1	2%	8%	3%	-14	-2%	-2%	178%[activator]	0	0.1
CCOc1ccc(-c2cccc(NS(=O)(=O)c3cc([N+](=O)[O-])ccc3C)c2)nn1	16%	-13%	-1%	9	1%	-5%	-4%	-3	0.0
Cc1c(C(c2cc3c(cc2Br)OCO3)c2c(C)n(C)n(-c3ccccc3)c2=O)c(=O)n(-c2ccccc2)n1C	-2%	-7%	-5%	-3	1%	-5%	24%	0	0.1
COc1ccc(NC(=O)C(c2ccc(OC)cc2)N(C)C(=O)c2cnccn2)cc1 (stereo not drawn)	2%	-52%	1%	-1	6%	-2%	-24%	-4	0.4
COc1cc(OC)cc(C(=O)NCC(=O)OCc2csc(-c3ccccc3)n2)c1	?	?	-3%	0	-2%	-8%	?	-2	0.2
CC1(c2ccc(Cl)cc2Cl)NC(=O)N(CC(=O)Nc2cccnc2Cl)C1=O (stereo not drawn)	-2%	9%	-1%	-18	2%	0%	-3%	-2	0.7
Cn1c(=NC(=O)CS(=O)(=O)c2ccccc2)sc2ccccc21	-5%	6%	7%	10	13%	-1%	-17%	-5	1.0
COc1cc(NC(=O)c2cccc(S(=O)(=O)N3CCCCC3)c2)cc(OC)c1OC	20%	-10%	-6%	nt	0%	-2%	38%[activator]	1	nt
c1ccc(CSc2nnc(-c3ccco3)o2)cc1	6%	-15%	-1%	7	-1%	-5%	?	-9	-0.3
Cc1ccccc1NS(=O)(=O)c1ccc2oc(=O)ccc2c1	2%	11%	-2%	nt	-11%	0%	?	-2&4	nt
CCCc1cc(C(=O)Nc2sc(C)c(CC)c2C#N)no1	18%	-13%	1%	-17	-2%	-1%	-29%	-10	0.1
O=C(c1cccc(S(=O)(=O)N2CCN(c3ccccc3)CC2)c1)N1CCCCCCC1	4%	-15%	-5%	-7	-3%	5%	2%	2	-0.1
CCOC(=O)c1ccc(S(=O)(=O)N2CCC(C(=O)OCC)CC2)cc1	-3%	19%	-4%	-8	-5%	-2%	-2%	-10	-0.2
Cn1c(=O)c2c(=O)cc(NNC(=O)C(C)(C)C)[nH]c2n(C)c1=O	-5%	2%	0%	19	0%	2%	-9%	11	0.3
OCC[C@@H]1C[C@H](O)[C@@H](O)[C@@]2(CCCc3ccccc3O2)O1	10%	6%	-5%	8	-11%	4%	-33%	1	0.3
COC(=O)C(C(=O)OC)c1ncc(C(F)(F)F)cc1Cl	-14%	-27%[56.9 µM]	-1%	14	-6%	3%	-11%	-2	-0.2
COCCCNC(=O)c1nn(-c2ccc(C)cc2)nc1CO	-5%	1%	-3%	nt	0%	7%	-19%	-10	-0.1
CCNC(=O)C1(C)CCCN(C(=O)c2cc(-c3ccccc3)cs2)C1 (stereo not drawn)	nt	nt	4%	nt	nt	1%	12%	-6	nt
Cc1ccc(S(=O)(=O)N(CC(=O)Nc2ccc(C(N)=O)cc2)C(=O)N2CCN(C)CC2)cc1	8%	-22%	-4%	-7	7%	3%	0%	-1	0.0
CCOc1ccc(N2CC(c3nc(-c4cc(OC)c(OC)c(OC)c4)no3)CC2=O)cc1 (stereo not drawn)	-3%	-20%	7%	nt	-3%	-2%	?	1	-0.2

Sorted by count of non-hydrogen atoms (high to low): part of the list above.
SMILES	ERG-DNA inh	RGS4 inh	GRP78 ERSR act	D2 antag	Vif-APOBEC3F blk	Vif-A3G inh	ALOX12 inh	LDHA block	D2 agonist
COc1ccc(NC(=O)C(c2ccc(OC)cc2)N(C)C(=O)c2cnccn2)cc1 (stereo not drawn)	2%	-52%	1%	-1	6%	-2%	-24%	-4	0.4
Cc1ccccc1NS(=O)(=O)c1ccc2oc(=O)ccc2c1	2%	11%	-2%	nt	-11%	0%	?	-2&4	nt
Sc1nnc(-c2ccc(Cl)cc2)n1Cc1ccccc1	nt	-11%	-1%	39*	0%	0%	27%	-1	-0.2

(list continues)
SMILES	ERG-DNA inh	RGS4 inh	GRP78 ERSR act	D2 antag	Vif-APOBEC3F blk	Vif-A3G inh	ALOX12 inh	LDHA block	D2 agonist
CN1CCN(NC(=O)c2ccc(F)cc2)CC1	9%	-1%	-7%	9	4%	2%	0%	-8	-0.1
Cc1cccnc1CNC(=O)C1CCC(=O)N(CCc2cccc(F)c2)C1 (stereo not drawn)	3%	23%	4%	9	3%	1%	-6%	-3	-0.2
CCCn1c(N)c(N(CCOC)C(=O)c2ccc([N+](=O)[O-])c(C)c2)c(=O)[nH]c1=O	8%	12%	-2%	0	1%	-4%	-19%	-13	0.0
CCNC(=S)Nc1cc(Cl)ccc1Oc1ccccc1	2%	5%	-3%	1	0%	-1%	?	-3	-0.3
CCOC(=O)C(O)(CC(=O)Nc1cc(F)ccc1C)C(F)(F)F (stereo not drawn)	2%	-9%	-2%	15	nt	-1%	42%[activator]	-8	0.3
O=C(Nc1cccc(NC(=O)c2ccccc2Cl)c1)c1ccc(F)cc1	8%	21%	1%	0	2%	2%	29%	-2	-1.3
CC(=C/c1ccccc1)/C=N/Nc1nc(N2CCCCC2)nc(N2CCCCC2)n1	nt	-8%	2%	0	1%	-6%	-10%	-2	0.4
COc1ccc(/C=C(\NC(=O)c2ccccc2)C(=O)NCCN2CCOCC2)cc1	14%	3%	-3%	nt	1%	-4%	-10%	-1	nt
O=C1c2ccccc2C(=O)N1CCc1csc(-c2ccc(F)cc2)n1	0%	-17%	-3%	-3	0%	0%	-11%	4	1.8
CC1CC2=C(C(=O)O1)C(C)Nc1ccccc1N2 (stereo not drawn)	0%	-28%	0%	-6	5%	-2%	9%	-4	2.1
CCN(CC)CCCN1CC(O)=C(c2nc3ccccc3s2)C1=N	-12%	18%	-3%	2	-2%	-1%	-13%	-1	2.0
CCOC(=O)c1c(C)[nH]c(C)c1C(=O)COC(=O)c1ccc(OC)c(OC)c1	-1%	6%	-3%	-13	6%	0%	?	-13	0.9
COc1ccccc1CN(C)C(=O)c1cccc(S(=O)(=O)N2CCCC2)c1	-7%	-6%	-6%	1	5%	-4%	2%	1	-0.3
O=C(NCCCn1ccnc1)NC(C(F)(F)F)C(F)(F)F	6%	14%	5%	6	-8%	1%	-24%	-5	-0.5
Cc1ccccc1N1CCN(CC(=O)Nc2nccs2)CC1	3%	1%	-10%	-18	3%	1%	14%	-3	-0.1
NC(=S)Nc1ccc(S(=O)(=O)c2ccc(NC(N)=S)cc2)cc1	2%	-21%	-4%	-3	1%	1%	40µM*	-7	0.6
CC(C)(C)c1ccc(CC(=O)N2CCC2(C)C(=O)Nc2cnc3ccccc3c2)cc1 (stereo not drawn)	nt	nt	-2%	nt	nt	4%	-15%	1	nt
Cc1ccccc1CNS(=O)(=O)c1c(C)[nH]c(C)c1C(=O)N1CCCCC1	-4%	-16%[11.4 µM]	-6%	nt	-5%	7%	15%	2	nt
CCN(c1ccc(NC(=O)COC(=O)c2cccs2)cc1)C(C)C	-1%	1%	3%	-2	nt	-1%	?	1	-1.1
O=C(CNC(=O)c1ccc2c(c1)OCCO2)N/N=C/c1ccc(Cl)cc1	0%	0%[11.4 µM]	0%	-12	-4%	3%	5%	-3	-0.5
Cc1c(NC(=O)COC(=O)Cc2ccc(F)cc2)c(=O)n(-c2ccccc2)n1C	-1%	11%	-3%	0	3%	-1%	-6%	-5	0.7
O=C(NCc1ccco1)c1ccc2c(c1)N(Cc1ccccc1)C(=O)c1ccccc1S2	2%	-2%	-3%	nt	-19%	-4%	?	-5	-0.5
Cc1ccc(N=C/C(C(=O)C(F)(F)F)=C(\O)c2ccco2)cc1Cl	9%	-26%	-2%	14	-13%	?	-27%	1	-2.2
O=C(NC(Nc1nc2ccc([N+](=O)[O-])cc2s1)(C(F)(F)F)C(F)(F)F)c1ccccc1	8%	-2%	-6%	10	-8%	0%	-25%	5	3.4
CC(C)C12CN3CC(C(C)C)(CN(C1)C3c1ccc(Cl)cc1)C2=O (stereo not drawn)	-3%	-13%	-2%	nt	3%	1%	0%	1	nt

D2 antag: what is marked active above
canonical_smiles	ERG-DNA inh	RGS4 inh	D2 antag	Vif-APOBEC3F blk	ALOX12 inh
Sc1nnc(-c2ccc(Cl)cc2)n1Cc1ccccc1	nt	-11%	39*	0%	27%

This is a subset (hit frequency here may not be typical).
